L3MBTL1 inh: qHTS Assay for the Inhibitors of L3MBTL1 | AlphaScreen L3MBTL1–H3K9me1 peptide binding | Potency, µM (highest dose often 57.1 µM), for the others: at the top dose activity, negative = inhibition, most hits filed as inhibitors | Lethal(3)malignant brain tumor-like protein 1 (Homo sapiens), Q9Y468 | 230,000 compounds, 0.66% hits | AID 485360, 2010; active = well fitted inhibition curve with a large enough effect; inconclusive = small, poorly fitted or top-dose-only effect; inactive = no such curve, though single readings can be large or run the other way; note: nearly all actives have a fitted effect of over 60% in size
Target sequence (Q9Y468 whole entry, looked up): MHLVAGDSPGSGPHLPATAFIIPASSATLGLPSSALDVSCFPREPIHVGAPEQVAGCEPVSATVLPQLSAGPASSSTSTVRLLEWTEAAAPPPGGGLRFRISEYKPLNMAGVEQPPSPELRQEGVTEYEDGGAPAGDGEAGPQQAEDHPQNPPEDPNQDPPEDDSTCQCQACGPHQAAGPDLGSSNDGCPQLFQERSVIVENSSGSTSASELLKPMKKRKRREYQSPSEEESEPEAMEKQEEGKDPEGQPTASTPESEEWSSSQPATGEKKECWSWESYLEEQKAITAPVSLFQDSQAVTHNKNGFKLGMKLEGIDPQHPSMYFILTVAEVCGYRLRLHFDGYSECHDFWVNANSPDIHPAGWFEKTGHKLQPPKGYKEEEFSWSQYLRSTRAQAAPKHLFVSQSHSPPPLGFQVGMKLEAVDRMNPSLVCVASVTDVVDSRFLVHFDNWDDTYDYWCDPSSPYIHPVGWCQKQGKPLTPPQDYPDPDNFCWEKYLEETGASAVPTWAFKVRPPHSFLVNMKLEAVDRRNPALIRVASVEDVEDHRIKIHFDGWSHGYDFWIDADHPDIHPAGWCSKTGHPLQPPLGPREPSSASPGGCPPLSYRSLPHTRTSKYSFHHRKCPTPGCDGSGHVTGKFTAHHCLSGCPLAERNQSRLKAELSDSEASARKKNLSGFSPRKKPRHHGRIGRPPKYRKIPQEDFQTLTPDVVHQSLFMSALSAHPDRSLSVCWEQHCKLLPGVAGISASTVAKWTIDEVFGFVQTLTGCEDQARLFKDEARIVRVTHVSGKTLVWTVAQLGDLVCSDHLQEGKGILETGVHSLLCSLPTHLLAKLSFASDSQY
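AlphaScreen assay: L3MBTL1 (50 nM final) was preincubated 30 min at room temperature with biotinylated H3(1-15)K9me1 peptide (75 nM final), then 30 min with library compounds; streptavidin donor and nickel chelate acceptor beads (10 ug/mL final) added, 30 min dark.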
* marks the source's active call; other numbers are inactive results; ? = inconclusive; [ ] = remark or other dose. % is set by controls: 0 for no effect and ±100 for the full control effect; potency is the fitted concentration of half-maximal effect. A portion of the library. The share of hits here may be higher or lower than overall.

mol,L3MBTL1 inh
COc1cc(CNCc2ccc(OC)cc2OC)cc(OC)c1,-6.8%[2.29 µM]
COc1cc2c(cc1OC)C(c1cccc(Br)c1)NC(=O)C2 (centres undefined),-1.3%
CC1CC(C)CN(S(=O)(=O)c2cc3c4c(c2)CCN4C(=O)CC3)C1 (centres undefined),6.2%
CC(=O)C[C@@H](O)CC(=O)[C@@H]1OC(=O)CC/C=C\Cc2ccccc21,-11.6%
C=CCNc1nc(C(=O)OCC(=O)NCc2ccccc2OC)cs1,-10.7%
O=C(O)C(C(=O)Oc1ccccc1)C(C(=O)O)C(=O)Oc1ccccc1 (centres undefined),1.3%
CC(Sc1nnnn1C1CC1)C(=O)N1c2ccccc2NC(=O)C1(C)C (centres undefined),1.3%
Cc1ccc(-c2nc(N3CCN(C)CC3)c3ccccc3n2)cc1,-13.5%

(next part)
mol,L3MBTL1 inh
O=C(C[C@@H]1C/C=C\C[C@@H](Cc2ccc(F)cc2)C(=O)OC[C@@H](Cc2c[nH]c3ccccc23)NC1=O)NCCO,-1.9%
COc1cccc(Oc2cc(NN3CCCCC3)c([N+](=O)[O-])cc2[N+](=O)[O-])c1OC,?
C=CC[C@H](CC(=O)NCCO)C(=O)NC[C@@H](OC(=O)[C@H](CC=C)CC(=O)OC(C)(C)C)c1ccccc1,6.6%
CC(C)CN(C(=O)CSc1nc2ccccc2c(=O)[nH]1)c1c(N)n(CC(C)C)c(=O)[nH]c1=O,-2.1%
CCOC(=O)[C@H]1[C@H]2COc3ccc(Cl)cc3[C@@H]2N2C(=O)c3cc(Br)ccc3NC(=O)[C@@]12C,-4.6%
COc1ccc2c(c1)c(-c1csc(N)n1)c(C)n2C,-2.5%[2.29 µM]
O=C(Nc1ccc(S(=O)(=O)N2CCOCC2)cc1)c1ccc(Cl)cc1Cl,-0.4%
COC(=O)[C@@]12CCCN1[C@H](c1ccc(-c3ccc(OC)cc3)c(OC)c1)[C@@H]1C(=O)N(C)C(=O)[C@@H]12,-8.0%

Later entries.
mol,L3MBTL1 inh
Cc1ccccc1COn1nnc2ccc(S(=O)(=O)N3CCOCC3)cc21,0.6%
CCC1CCCCN1C(=O)COC(=O)c1cccs1 (centres undefined),0.6%
Cc1ccc(S(=O)(=O)NC2CCCCCC2)cc1,3.8%
COc1ccc(S(=O)(=O)NC(CC(C)C)C(=O)NC(C)c2cccs2)cc1 (centres undefined),42.3%[activator]
COc1ccc2nc(NC(=O)CN3C(=O)NC4(CCCC4)C3=O)sc2c1,-2.4%
COc1ccc2[nH]c3c(c2c1)CCN1C(=O)C(CC(=O)NCCc2ccccn2)C[C@H](C(=O)N(C(C)C)C(C)C)[C@@]31C (some centres undefined),-3.0%
CC(C)(OC(=O)c1ccc(C(F)(F)F)cc1)c1cc2ccccc2c(=O)o1,29.9%
CCCCc1cc(=O)oc2cc(C)cc(OCC(=O)NC(Cc3ccc(Cl)cc3)C(=O)O)c12 (centres undefined),-1.0%

Additional structures follow:
mol,L3MBTL1 inh
O=C(CCNS(=O)(=O)c1ccc2ccccc2c1)NCCOc1ccccc1,4.6%
CCn1c(/C=C/c2ccc(F)cc2)nc2ccccc2c1=O,4.6%[2.29 µM]
Cc1[nH]c2nc3ccccc3n2c(=O)c1CCC(C)C,-1.7%
O=C(Nc1cc(C2CC2)nn1-c1ccccc1)c1ccc(F)cc1,7.2%
Cc1cccc(C)c1NC(=O)CN(C)CC(=O)N(C)CC(=O)Nc1ccccc1Br,2.1%
O=C(COC(=O)c1ccccc1SCC(=O)N1CCCC1)NC1CCS(=O)(=O)C1 (centres undefined),-7.4%
Cn1cncc1C#Cc1c(C=O)n(C)c2ccccc12,3.2%
Cc1cccc(C(=O)NCC(=O)N2CCN(S(=O)(=O)c3ccccc3)CC2)c1,4.6%

2 records drawn at random from those above:
mol,L3MBTL1 inh
Cc1cccc(C)c1NC(=O)CN(C)CC(=O)N(C)CC(=O)Nc1ccccc1Br,2.1%
O=C(CCNS(=O)(=O)c1ccc2ccccc2c1)NCCOc1ccccc1,4.6%

The listing picks up, repeating the 6 entries before the break.
mol,L3MBTL1 inh
Cc1[nH]c2nc3ccccc3n2c(=O)c1CCC(C)C,-1.7%
O=C(Nc1cc(C2CC2)nn1-c1ccccc1)c1ccc(F)cc1,7.2%
Cc1cccc(C)c1NC(=O)CN(C)CC(=O)N(C)CC(=O)Nc1ccccc1Br,2.1%
O=C(COC(=O)c1ccccc1SCC(=O)N1CCCC1)NC1CCS(=O)(=O)C1 (centres undefined),-7.4%
Cn1cncc1C#Cc1c(C=O)n(C)c2ccccc12,3.2%
Cc1cccc(C(=O)NCC(=O)N2CCN(S(=O)(=O)c3ccccc3)CC2)c1,4.6%
CCCCn1c(N)c(N(CC(C)C)C(=O)C2CCN(S(=O)(=O)c3ccc(C)cc3)CC2)c(=O)[nH]c1=O,4.4%
COc1ccc(C(=O)Nc2cccc(-c3ccc(N4CCOCC4)nn3)c2)cc1OC,8.8%
Cc1ccc(Cn2c(C)nc3ccc([N+](=O)[O-])cc3c2=O)cc1,-6.8%
CC(C)CC1NC(=O)N(CC(=O)Nc2cc([N+](=O)[O-])ccc2F)C1=O (centres undefined),1.6%
Cc1ccc2[nH]c(C(=O)N3CCCCC3)cc2c1,2.1%[2.29 µM]
CCN(C[C@H]1N[C@@](C)(C(=O)OC)[C@H]2C(=O)N(Cc3ccccc3)C(=O)[C@@H]12)S(=O)(=O)c1ccc(OC)cc1,-3.7%
COC(=O)[C@@]12CCCCN1[C@H](c1ccc(SC3CCCCC3)c(OC)c1)[C@@H]1C(=O)N(C)C(=O)[C@@H]12,-2.9%
O=C(COc1coc(CN2CCc3ccccc3C2)cc1=O)Nc1ccc(F)cc1,2.3%

(list continues)
mol,L3MBTL1 inh
CCN1CCN(c2ccc(S(=O)(=O)N3CCCCC3)cc2NC(=O)c2cccc(C(F)(F)F)c2)CC1,-8.1%
COc1ccc(NC(=O)CN2CCN(S(=O)(=O)c3cccs3)CC2)cc1Cl,-0.4%
Cc1ccc(S(=O)(=O)N2CCCCC2)cc1NC(=O)Cn1ncc(Cl)c(Cl)c1=O,-4.1%
O=P(C(=NCCO)NO)(N1CCOCC1)N1CCOCC1,6.7%[2.29 µM]
Cc1ccc(OCCC(=O)Nc2ccc(S(=O)(=O)Nc3nccs3)cc2)cc1,-3.6%
CCN1CCN(c2ccc(S(=O)(=O)N3CCCCC3)cc2NC(=O)Cc2ccccc2F)CC1,-6.8%
COc1ccccc1N1CCN(S(=O)(=O)CCNC(=O)C2CC2)CC1,-8.2%
COc1ccccc1C(=O)NC(=O)COC(=O)c1nc2nc(C)cc(C)n2n1,1.2%

Additional structures follow:
mol,L3MBTL1 inh
c1ccc2c(OCCCCN3CCCC3)cccc2c1,-17.5%
O=C1C(=O)N(CCCn2ccnc2)C(c2ccc([N+](=O)[O-])cc2)/C1=C(\O)c1ccc2c(c1)OCCO2 (centres undefined),3.2%
CCN1C(=NCCc2c[nH]c3ccccc23)N[C@@H](c2ccccc2)[C@H](C(=O)OC)[C@H]1C,-3.6%
Cc1c(Cl)cccc1NS(=O)(=O)c1cn(C)c(=O)n(C)c1=O,-3.2%
Cc1noc(C)c1COC(=O)c1ccc(F)c(S(=O)(=O)N2CCOCC2)c1,8.0%
COc1cc(C(=O)COC(=O)c2ccco2)cc(OC)c1OC,-0.5%
O=C(CSc1n[nH]c(=O)n1C1CC1)Nc1ccc(F)c([N+](=O)[O-])c1,1.2%
COc1ccc(OC)c(CCNC(=O)CCC(=O)N2CCOc3ccc(C)cc32)c1,-2.0%

The listing continues:
mol,L3MBTL1 inh
COc1cc(CCC(=O)NC2(C)CCS(=O)(=O)C2)cc(OC)c1OC (centres undefined),2.1%
CC1(C(=O)NCCc2c[nH]c3ccccc23)C=CC2(CCCCC2)N1C(=O)c1ccccc1 (centres undefined),-1.5%
O=C(COC(=O)c1c(Cl)cccc1Cl)NCc1cccs1,-9.1%
COc1ccc(C)cc1-n1nnnc1SCC(=O)NC1CCS(=O)(=O)C1 (centres undefined),5.6%
CCOc1ccc(CCNC(=O)COC(=O)c2oc3ccccc3c2COC)cc1OCC,0.3%
Cc1nnc(SC(C)C(=O)N(C)C2CCCCC2)n1N (centres undefined),1.7%
C#CCOCCOCCOCCNc1nc(N2CCN(C(=O)CCCCCCCCCCNC(=O)Cn3cc(CCCCCN)nn3)CC2)nc(N2CCN(C(=O)CCCCCCCCCCNC(=O)[C@@H](CCSC)n3cc(CCO)nn3)CC2)n1,1.1%
CCOc1ccc(S(=O)(=O)NCC2CCCO2)c2ccccc12 (centres undefined),3.0%

Next part:
mol,L3MBTL1 inh
CC(=O)c1cccc(NC(=O)CSc2n[nH]c(-c3ccncc3)n2)c1,0.7%
CSCCC(NC(=O)COc1ccccc1)C(=O)OCCOc1ccc(F)cc1 (centres undefined),0.6%
CCOc1ccc(C(=O)Nc2cc(Cl)ccc2-n2cncn2)cc1OC,-1.0%
Cc1ccc(C(=O)NC2CC(C)(C)NC(C)(C)C2)cc1Cl,-4.2%
N#Cc1ccc(CN2CCN(C(=O)c3ccc(S(=O)(=O)NCc4ccco4)cc3)CC2)cc1,-4.2%
O=C(CN1C(=O)NC2(CCCCC2)C1=O)N(Cc1ccco1)Cc1cccs1,-13.2%
CCN(CC(=O)Nc1ccc2c(c1)OCO2)CC(=O)Nc1ccccc1C(F)(F)F,4.7%
COc1ccc(CCNC(=O)c2cc3c(cc2Cl)N2CCCCCC2=NS3(=O)=O)cc1,5.5%

More records follow.
mol,L3MBTL1 inh
CCCn1c(N)c(C(=O)CSc2nnc(Cc3cccs3)n2C2CC2)c(=O)n(C)c1=O,3.6%
CC(OC(=O)CC1CCCC1)C(=O)Nc1ccc(Cl)cn1 (centres undefined),18.3%
O=C(OCc1nnc(-c2ccccc2)o1)c1ccc(Br)o1,3.6%
CC(C)(C)c1ccc(OCC(=O)N(Cc2cccs2)C2CCS(=O)(=O)C2)cc1 (centres undefined),-6.3%
COc1cc(C(=O)NCCCOC(C)C)ccc1OC1CCN(C(C)=O)CC1,5.4%
COc1ccc(C(=O)N2CCN(Cc3ccccc3)CC2)cc1[N+](=O)[O-],6.9%
Cc1ccc(OCCOC(=O)c2cccc(S(=O)(=O)N3CC(C)OC(C)C3)c2)cc1 (centres undefined),18.3%
COc1cc(OC)cc(C(=O)OCC(=O)Nc2ccc3[nH]c(=O)[nH]c3c2)c1,13.0%

Following part
mol,L3MBTL1 inh
Cc1ccnc2nc(C(=O)OC(C)C(=O)NCc3ccccc3)nn12 (centres undefined),?
CC(C)=CCC/C(C)=C/CNC(=O)C[C@H]1C[C@H](C(=O)N(C(C)C)C(C)C)[C@@]2(C)c3[nH]c4cc(-c5ccco5)ccc4c3CCN2C1=O,-27.3%
CCN(CC)C(=O)[C@H]1C[C@H](CC(=O)NCc2cccc(C(F)(F)F)c2)C(=O)N2CCc3c([nH]c4cc(-c5ccco5)ccc34)[C@]12C,-11.1%
C[C@H](CO)N1C[C@H](C)[C@@H](CN(C)Cc2ccccc2)Oc2c(NC(=O)C3CC3)cccc2C1=O,2.7%
Cc1nn(-c2ccccc2)c(Cl)c1C(=O)NNC(=O)c1ccccc1O,4.7%
CC(=O)c1cccc(NC(=O)COC(=O)c2ccc3c(c2)OCO3)c1,3.0%
COc1cc(/C=C/C(=O)OCC(=O)c2ccccc2)cc(OC)c1OC,-7.4%
Cc1cc[n+](CC[n+]2ccc(C)cc2)cc1,4.7%

New compounds follow
mol,L3MBTL1 inh
CC(C)C[C@H]1CN=C(N(C)C)N1CC1CCCC1,-2.5%
CCOc1c(C)cnc2c1c(=O)n(CC(=O)NCC1CCCO1)c(=O)n2C (centres undefined),0.1%
O=C(CCS(=O)(=O)c1ccc(Cl)cc1)NC1CCCC1,7.8%
O=C(NCCOc1ccccc1)c1ccccc1SCC(=O)N1CCCC1,1.2%
O=C(NCC(c1ccco1)N1CCc2ccccc21)C(=O)Nc1ccccc1F (centres undefined),-10.8%
CC(=O)N1CCN(S(=O)(=O)c2cccc(C(=O)OCc3ccc(C(C)(C)C)cc3)c2)CC1,7.3%
O=C(O)c1ccccc1NC(=O)C1C2C=CC(C2)C1C(=O)O (centres undefined),7.0%
Cc1ccc(S(=O)(=O)N2C[C@@H]3[C@H]4CC[C@H](C4)[C@@H]3[C@@H](C)[C@H]2C#N)cc1,5.0%

Quoted from the listing:
L3MBTL1 inh result of `O=C(NCC(c1ccco1)N1CCc2ccccc21)C(=O)Nc1ccccc1F` (centres undefined) is entered as -10.8%
L3MBTL1 inh result of `O=C(NCCOc1ccccc1)c1ccccc1SCC(=O)N1CCCC1` is entered as 1.2%
L3MBTL1 inh result of `O=C(CCS(=O)(=O)c1ccc(Cl)cc1)NC1CCCC1` is entered as 7.8%

(continued)
mol,L3MBTL1 inh
Cc1nc(SCC(=O)N2CCC(Cc3ccccc3)CC2)[nH]c(=O)c1C,1.6%
CC(=O)Nc1ccc(C(=O)Nc2ccncc2)cc1,-5.4%
COc1ccc(NC(=O)CN(C)C(=O)c2c(C)nn(Cc3ccccc3)c2C)cc1,2.4%
CC1CCN(C2(O)C(=O)Nc3ccc(Cl)cc32)CC1 (centres undefined),-5.7%
COC(=O)CSc1nnc(CCc2ccccc2)n1C,24.7%
Cc1cc(Cl)ccc1NC(=S)NCCc1ccc(Cl)cc1,-0.7%
Cc1cc(OCC(=O)N2CCC(C(=O)O)CC2)c2c(C)c(C)c(=O)oc2c1,2.9%
Cc1cc(C)cc(OCC(=O)OCC(=O)N(C)CC(=O)Nc2ccc(F)cc2)c1,-1.5%
CCc1ccccc1N(CC(=O)N1CCCCCC1)S(C)(=O)=O,1.7%
